# Shiga inhibitor: blocks Shiga toxin action in Vero cells. Vero cells, Shiga toxin protein synthesis inhibition reporter. inhibition, % at 38.7 µM. 290,000 compounds, 9.2% hits; in the data active = inhibition mostly above about 28%, no sharp cut-off; inactive = mostly below about 43%; note: 0% is about no effect
# Pf growth 48h: inhibits P. falciparum growth in the first generation, 48 h | P. falciparum luciferase growth in erythrocytes, 48 h | Potency, µM (series often up to 28.7 µM), inactives show at the top dose activity change, negative = inhibition, hits mostly inhibitors | 310,000 compounds, 5.9% hits; note: potency is the fitted concentration of half-maximal effect; % is set by controls: 0 for no effect and ±100 for the full control effect
#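 A one-generation exposure of luciferase-tagged malaria parasites in RPMI 1640/Albumax erythrocyte culture, 37 C and 5% CO2. Inhibition is inferred from decreased luminescence after adding detection reagent.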
# Cycloheximide cs: counter-screen for Shiga toxin inhibitors: cycloheximide protein synthesis inhibition; cell reporter, cycloheximide protein synthesis inhibition counterscreen; max response, %; 300,000 compounds, 12% hits; in the data active = max response mostly above about 13%, no sharp cut-off; inactive = mostly below about 14%; note: read at 38.3 µM for the half of the compounds with a filed dose; 0% is about no effect
# LmPK inh: blocks Leishmania mexicana pyruvate kinase activity. AID 1721. purified LmPK, Kinase-Glo ATP luminescence, 1 h. 290,000 compounds, 0.37% hits. Potency, µM (top dose mostly 57.5 µM), for inactives: at the top dose activity change, negative = inhibition, usual class: inhibitors. Q27686; note: potency is the fitted concentration of half-maximal effect; % is set by controls: 0 for no effect and ±100 for the full control effect
# Target sequence (Q27686 whole entry, looked up): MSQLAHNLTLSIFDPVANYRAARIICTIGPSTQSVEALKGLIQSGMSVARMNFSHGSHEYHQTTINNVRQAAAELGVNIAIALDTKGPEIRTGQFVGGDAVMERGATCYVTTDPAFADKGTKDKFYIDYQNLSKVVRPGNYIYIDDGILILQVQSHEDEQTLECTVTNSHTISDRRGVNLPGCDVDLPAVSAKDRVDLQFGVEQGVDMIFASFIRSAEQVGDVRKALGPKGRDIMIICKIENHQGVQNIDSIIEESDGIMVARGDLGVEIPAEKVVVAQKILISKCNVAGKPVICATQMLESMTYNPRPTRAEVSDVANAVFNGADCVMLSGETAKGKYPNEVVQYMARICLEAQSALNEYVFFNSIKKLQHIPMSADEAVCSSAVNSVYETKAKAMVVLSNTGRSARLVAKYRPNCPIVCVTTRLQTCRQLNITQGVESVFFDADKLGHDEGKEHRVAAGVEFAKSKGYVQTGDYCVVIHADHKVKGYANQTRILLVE
#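 0.1 nM LmPK, 0.5 mM PEP, 0.1 mM ADP; 50 mM imidazole pH 7.2, 7 mM MgCl2, 50 mM KCl; 1 h RT. Kinase-Glo luminescence readout, normalized to no-enzyme (full inhibition) and uninhibited wells.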
# AMA1-RON2 inh: AMA1-RON2 (P. falciparum) interaction inhibition; AID 720542; AlphaScreen AMA1-biotinylated RON2 peptide binding; 360,000 compounds, 0.2% hits; Potency, µM (top dose mostly 58.2 µM), for the others: at the highest dose activity change, negative = inhibition, usual class: inhibitors;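 note: potency is the fitted concentration of half-maximal effect; 0% = vehicle wells and -100% = peptide control; nearly all actives have a fitted effect of over 45% in size; some results filed as inactive show a strong effect at the top dose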
#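 AMA1 (3D7) with his tag at 25 nM final met compounds first, then biotinylated RON2 peptide at 25 nM; detection used donor plus acceptor beads, 10 µg/mL apiece, read by AlphaScreen after 30 min at room temperature.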
# TbPYK inhibitor: blocks Trypanosoma brucei pyruvate kinase; TbPYK enzyme, Kinase-Glo Plus ATP luminescence, 45 min; 410,000 compounds, 0.12% hits; Potency, µM (titrated, usually from 76.8 µM), without a hit: at the highest dose activity, negative = inhibition, most hits filed as inhibitors; AID 624173; Q57TT1; note: potency is the fitted concentration of half-maximal effect; % is set by controls: 0 for no effect and ±100 for the full control effect; nearly all actives have a fitted effect of over 50% in size
#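 Activity of T. brucei pyruvate kinase was followed by Kinase-Glo Plus luminescence after the enzyme reacted 45 min at room temperature with 130 uM ADP (final) and substrate. Test compounds were added before ADP at multiple concentrations.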
# Pf growth 96h: P. falciparum growth inhibition at 96 hour, primary screen for plastid delayed-death inhibitors | P. falciparum luciferase reporter growth, 96 h | Potency, µM (doses to about 28.7 µM), for inactives: at the highest dose activity change, negative = inhibition, most hits filed as inhibitors | 320,000 compounds, 6.9% hits; note: potency is the fitted concentration of half-maximal effect; % is set by controls: 0 for no effect and ±100 for the full control effect
#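 96 h incubation, 37 C, 5% CO2, of luciferase-reporter P. falciparum-infected RBCs (2% hematocrit, 0.05% parasitemia final) with test compounds; endpoint luminescence.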
# * hit, by the source's call; ? = inconclusive; . = no result given; + = active, no number; [ ] = another dose, or the depositor's remark. Unless noted, calls come from the whole dose curve; as a rule, active = well fitted curve in the direction sought with a large enough effect; inconclusive = small, poorly fitted or top-dose-only effect, or another doubt; inactive = no such curve, though single readings can be large; an effect the other way counts as inactive or inconclusive.
# Below each SMILES – LmPK inh	Pf growth 96h	TbPYK inhibitor	AMA1-RON2 inh	Shiga inhibitor	Cycloheximide cs	Pf growth 48h
- Nc1ccccc1Oc1c(F)c(F)c(Oc2ccccc2N)c(F)c1F
→ 6%	?	-7%	-27%	-7	0	?
- CCCCNC(=O)CNC(=S)N(Cc1ccccc1)Cc1cccs1
→ 14%	?	-2%	6%	20	-4	-5%
- N#Cc1c2n(c(=S)n(-c3ccc(F)cc3)c1=O)CCCCC2
→ -1%	?	10%	11%	-9	-8	?
- CCCCCCCCc1nnc(N)s1
→ 1%	53%[activator]	-7%	-5%	7	12*	-12%
- COc1ccc(OCCC(=O)OCC(=O)NC2CCCCCCC2)cc1
→ 4%	2%	2%	2%	-7	-1	-3%
- O=C(N/N=C/c1cc(Cl)cc([N+](=O)[O-])c1O)c1ccc2c(c1)OCO2
→ 1%	106%[activator]	3%	?	23	3	?
- Cc1c(C)c2ccc(OCC(=O)NCCCn3ccnc3)cc2oc1=O
→ 3%	1%	6%	-3%	23	-6	21%
- Cc1c(Cl)cccc1NC(=O)CSc1nncn1-c1cccnc1
→ -6%	?	-2%	16%	3	-6	0%
- CC(C)c1nc(NCCN2CCOCC2)c(C#N)c2c1COC(C)(C)C2
→ 4%	49%[activator]	-1%	-5%	-11	-3	?
- Cc1cccnc1NC(=S)NC(=O)/C=C/c1ccco1
→ 3%	.	4%	7%	152*	71*	25%

# Only TbPYK inhibitor, for 4 of the compounds above:
mol	TbPYK inhibitor
CCCCCCCCc1nnc(N)s1	-7%
COc1ccc(OCCC(=O)OCC(=O)NC2CCCCCCC2)cc1	2%
O=C(N/N=C/c1cc(Cl)cc([N+](=O)[O-])c1O)c1ccc2c(c1)OCO2	3%
Cc1c(C)c2ccc(OCC(=O)NCCCn3ccnc3)cc2oc1=O	6%

# (next part)
# Below each SMILES – LmPK inh	Pf growth 96h	TbPYK inhibitor	AMA1-RON2 inh	Shiga inhibitor	Cycloheximide cs	Pf growth 48h
- CN(C(=O)c1cccs1)c1ccc(OCC(=O)Nc2ccc(C(=O)O)cc2)cc1
→ -1%	10%	6%	2%	9	1	-8%
- CC(=O)N1CCN(c2ccccc2NC(=O)c2cccs2)CC1
→ -2%	?	5%	23%	-9	4	-1%
- CCC(C)(C)n1nnnc1CN1CCN(c2ccc(OC)cc2)CC1
→ 1%	-10%	-5%	-7%	-12	-1	27%
- N#CC(C#N)=Cc1ccc(N2CCOCC2)cc1
→ 0%	6%	-2%	-4%	-7	-1	-11%
- Cc1ccc(S(=O)(=O)N2CCCCC2C(=O)N2CCN(C)CC2)cc1 (configuration not stated)
→ 6%	.	-27%	-9%	-31	-4	-6%
- CCN(CC)S(=O)(=O)c1ccc2c(c1)c(=O)c(C(=O)N1CCN(c3ccccn3)CC1)cn2C
→ -1%	0.52µM*	-5%	11%	-7	0	-7%
- CC(C)(O)c1[nH]c2cc(C(F)(F)F)ccc2c1C(C)(C)O
→ -2%	22%	-5%	-4%	37*	9	43%[activator]
- CC(Sc1cccc2cccc(C(=O)O)c12)C(=O)O (configuration not stated)
→ 4%	-20%	-5%	-2%	12	4	28%
- Cc1cc(C(=O)CCC(=O)N2CCN(c3ccccc3)CC2)c(C)s1
→ .	15%	0%	-12%	.	.	31%[activator]
- COc1ccccc1CNC(=O)COC(=O)c1cccc(-n2cnnn2)c1
→ .	0%	-3%	12%	.	.	-20%

# Remaining list, next part.
# Below each SMILES – LmPK inh	Pf growth 96h	TbPYK inhibitor	AMA1-RON2 inh	Shiga inhibitor	Cycloheximide cs	Pf growth 48h
- O=C(c1cnc2ccccn2c1=O)N1CCc2ccccc21
→ -3%	.	-7%	-15%	-3	-2	4%
- O=C(O)CSc1nc2ccccc2n1C1CCCCC1
→ 0%	?	1%	-10%	2	9	0%
- CCN(c1cccc(C)c1)S(=O)(=O)c1ccc2c(c1)CCN2C(C)=O
→ 4%	44%[activator]	1%	-10%	-3	-3	-16%
- CCOC(=O)c1ccc(N2CCCCC2)c(NS(=O)(=O)c2cccc(C(F)(F)F)c2)c1
→ 1%	9.3µM*	4%	-8%	30	13	10µM*
- COc1cc(C)c(CNC2CCCCC2)cc1C
→ 5%	-26%	5%	-1%	-7	-3	.
- Cc1cc(C(=O)N/N=C/c2ccc(O)c([N+](=O)[O-])c2)c(C)n1-c1ccc(F)cc1
→ -1%	?	-5%	8%	+	25*	-3%
- CCOC(=O)c1csc(CCNC(=O)c2oc3c(Cl)cc(C)cc3c2C)n1
→ 0%	?	-1%	3%	44	30*	?
- CCn1c(Sc2ccc(N)cc2Cl)nc2ccccc21
→ 0%	2%	15%	6%	-13	-3	-5%
- COc1ccc(-c2cc(-c3ccccc3)c(C#N)c(S(C)(=O)=O)n2)cc1
→ 9%	?	5%	7%	-8	-2	.
- Fc1cccc(CNc2ncnc3ccc(-c4ccc5c(c4)OCO5)cc23)c1
→ .	2.9µM*	-5%	.	.	.	4.1µM*

# Filtered by structure: the entries above with a CF3 group.
# Below each SMILES – LmPK inh	Pf growth 96h	TbPYK inhibitor	AMA1-RON2 inh	Shiga inhibitor	Cycloheximide cs	Pf growth 48h
- CC(C)(O)c1[nH]c2cc(C(F)(F)F)ccc2c1C(C)(C)O
→ -2%	22%	-5%	-4%	37*	9	43%[activator]
- CCOC(=O)c1ccc(N2CCCCC2)c(NS(=O)(=O)c2cccc(C(F)(F)F)c2)c1
→ 1%	9.3µM*	4%	-8%	30	13	10µM*

# Continued:
# Below each SMILES – LmPK inh	Pf growth 96h	TbPYK inhibitor	AMA1-RON2 inh	Shiga inhibitor	Cycloheximide cs	Pf growth 48h
- Cc1ccc(S(=O)(=O)Nc2ccc(-n3cnnn3)cc2)c(C)c1
→ .	-24%	0%	-12%	.	.	-16%
- CCCCNC(=O)C(NS(=O)(=O)c1cccc2nsnc12)c1ccccc1 (configuration not stated)
→ 6%	95%[activator]	-1%	0%	-7	-2	-12%
- O=C(NC1CCCC1)C(c1ccsc1)N(C(=O)Cc1cccs1)c1ccccc1 (configuration not stated)
→ -2%	46%[activator]	-6%	10%	11	4	-9%
- O=C(COC(=O)/C=C/c1cccs1)NC1CC1
→ -2%	-3%	5%	2%	3	7	43%[activator]
- COc1ccc(OC(=O)c2ccc(OC)c(S(=O)(=O)N3CCOCC3)c2)cc1
→ 0%	21%	6%	3%	-6	2	3%
- COCCOC(=O)C1=C(C)NC(=S)NC1/C=C/c1ccccc1 (configuration not stated)
→ 6%	?	-10%	-4%	-3	-2	?
- Cc1csc(NC(=O)COc2ccc3c(C)cc(=O)oc3c2)n1
→ 0%	.	2%	-1%	15	1	65%[activator]
- COc1ccc(C2=NN(c3ccc(C=O)cc3)C(c3ccccc3)C2)cc1 (configuration not stated)
→ 3%	?	0%	93%[activator]	20	-4	?
- CCCCCSc1nc2c(cnn2-c2ccccc2)c(=O)[nH]1
→ 1%	1%	-5%	0%	20	1	14%
- O=c1cc(CSc2nnnn2-c2ccccc2)[nH]c2[nH]n(-c3ccccc3)c(=O)c12
→ 4%	.	-3%	-9%	-11	-2	-4%

# More compounds follow.
# Below each SMILES – LmPK inh	Pf growth 96h	TbPYK inhibitor	AMA1-RON2 inh	Shiga inhibitor	Cycloheximide cs	Pf growth 48h
- C[C@H](NC(=O)C1(c2ccccc2)CCN(C(=O)OC(C)(C)C)CC1)C(=O)N[C@@H](C(=O)O)c1ccccc1
→ -8%	?	-2%	1%	-2	-4	1%
- O=C(CN1CCN(Cc2ccccc2)CC1)NNC(=O)c1ccccc1
→ .	?	-9%	60%[activator]	.	.	-10%
- CCC1(c2ccccc2)NC(=O)N(CC(=O)Nc2cc(C(F)(F)F)ccc2N2CCCC2)C1=O (configuration not stated)
→ .	?	-2%	-12%	.	.	?
- COc1ccc(OCc2cc(C(=O)N(C)CCC3CCOCC3)no2)c(Cl)c1
→ -7%	?	-24%	-10%	60*	32*	3%
- CN(CC1CCCO1)S(=O)(=O)c1ccc(C(=O)Nc2ccc(S(N)(=O)=O)cc2)cc1 (configuration not stated)
→ -11%	-5%	4%	-5%	-18	0	-16%
- O=C(Nc1nc2cc3c(cc2s1)OCCO3)c1cccs1
→ ?	14%	-9%	13%	13	27*	14%
- COC(=O)c1sc(=S)n(-c2ccccc2)c1N
→ 3%	?	-15%	-4%	-10	-3	11%
- O=C1CCCc2cc3c(cc21)CC1(C3)Cc2cc3c(cc2C1)C(=O)CCC3
→ 2%	?	-4%	-6%	8	-2	5.2µM*
- Cc1ncc([N+](=O)[O-])n1C[C@H](O)CCl
→ .	-14%[12.8 µM]	2%[33.2 µM]	.	.	.	-5%[12.8 µM]
- COc1cccc(CC(=O)NCC2COc3ccccc3O2)c1OC (configuration not stated)
→ 17%	?	4%	11%	-12	-2	7%

# Further entries
# Below each SMILES – LmPK inh	Pf growth 96h	TbPYK inhibitor	AMA1-RON2 inh	Shiga inhibitor	Cycloheximide cs	Pf growth 48h
- O=c1[nH]c(CSc2ccccc2)nc2c1oc1ccccc12
→ 6%	5.2µM*	1%	-6%	13	-1	10µM*
- Cn1c(SCc2cccc(Br)c2)nnc1-c1ccccn1
→ 3%	-12%	8%	9%	50*	22*	-4%
- O=C(Nc1nc2c(s1)CCCC2)c1ccc(Br)o1
→ ?	46%[activator]	-4%	-7%	73*	23*	107%[activator]
- CC(=O)NCCc1nc2ccccc2n1CCOc1ccccc1C
→ 3%	-8%	4%	-19%	-3	-2	?
- CSc1nc(NC(C)=O)nc(C)c1Br
→ -2%	?	0%	6%	-1	-4	11%
- Cc1cc(C)n2nc(CC(=O)NCc3ccc(F)cc3)nc2n1
→ -1%	-20%	-3%	-12%	-3	-3	-6%
- CCN(CC)CCCNC(=O)C1c2cc(OC)c(OC)cc2C(=O)N(C)C1c1cccs1 (configuration not stated)
→ 1%	?	-9%	8%	-13	-3	.
- N#Cc1c(NC(=O)COC(=O)c2nccnc2N)sc2c1CCCC2
→ .	39%[activator]	-13%	23%	.	.	7%
- Cc1ccc(NC(=O)C2CCCN2C(=O)NCc2ccccc2)cc1 (configuration not stated)
→ 2%	72%[activator]	7%	8%	-20	1	-8%
- Cc1noc(C)c1COc1ccc(C(=O)N2CCN(c3ccccn3)CC2)cc1
→ .	0%	-1%	6%	.	.	0%

# Continuation.
# Below each SMILES – LmPK inh	Pf growth 96h	TbPYK inhibitor	AMA1-RON2 inh	Shiga inhibitor	Cycloheximide cs	Pf growth 48h
- Cc1ccc(S(=O)(=O)NCc2ccccc2C)cc1
→ 6%	-7%	3%	6%	.	3	9%
- COc1ccc(/C=N/Nc2ncccc2[N+](=O)[O-])c(OC)c1
→ 25µM*	-11%	?	7%	51*	12	349%[activator]
- O=C(Nc1ccc(F)cc1)Nc1sccc1-c1nc2ccccc2s1
→ 4%	?	-1%	50%[activator]	23	9	8.3µM*
- S=C(Nc1cccc(Cl)c1)N(CCCN1CCCC1)Cc1cccn1Cc1ccc(Cl)cc1
→ 1%	?	-1%	-20%	-16	-6	?
- COc1ccc(Cl)cc1NC(=O)CN(C)CC(=O)Nc1cccc(S(=O)(=O)N2CCCC2)c1
→ .	3.3µM*	-2%	27%	.	.	?
- O=C(NCCC1=CCCCC1)c1cc(-c2ccccn2)nc2ccccc12
→ 2%	-45%	-4%	?	-10	-5	?

# Bioassay records: PubChem, National Center for Advancing Translational Sciences (NCATS)
